Assay outcomes deposited in PubChem by NCI.
NCI-60 one-dose screen, 48 h, at 10 µM unless noted. Numbers give growth in % (100 = growth as untreated, 0 = no growth, -100 = all killed).
HCC-2998: HCC-2998 colon cancer; 79,000 tested, 4.7% active
SNB-75: SNB-75 CNS cancer; 79,000 tested, 5% active; AID 1794750
HCT-116: HCT-116 colon cancer. 82,000 tested, 7.3% active. AID 1794798
HCT-15: HCT-15 colon cancer | 82,000 tested, 5.2% active
KM12: KM12 colon cancer cells | 82,000 tested, 5% active | AID 1794800
SF-295: SF-295 CNS cancer cells; 79,000 tested, 5.6% active; AID 1794758
SW-620: SW-620 colon cancer | 82,000 tested, 5.2% active
SF-539: SF-539 CNS cancer. 81,000 tested, 6.8% active. AID 1794752
SNB-19: SNB-19 CNS cancer cells; 81,000 tested, 2.5% active; AID 1794751
An asterisk follows results filed as active; · = no result given; & = joins results of further samples. Rule for the calls: active = growth percent below 10; inactive = the rest. Rows were taken by chance; 11% or so of the library scored in one or more.

Values run as follows: HCC-2998 | SNB-75 | HCT-116 | HCT-15 | KM12 | SF-295 | SW-620 | SF-539 | SNB-19
CCOC(=O)NNC(N)=S
  98.1 | 101.3 | 104.2 | 100.1 | 110.6 | 103.2 | 112.2 | 94.1 | 120.5
CCSc1nnc(NC(=O)c2cc(-c3ccccc3)oc2C)s1
  105.5 | 99.1 | 106.2 | 102.5 | 108.5 | 100.5 | 94.7 | 103.0 | 106.3
CC1=C2C[C@H](C3(N)CC4(CC4)NC3=O)[C@H](O)C[C@@]2(C)CCC1 (stereo not given in full)
  100.6 | 103.7 | 105.8 | 102.1 | 103.7 | 98.3 | 104.5 | · | 99.3
C#Cc1ccc(-n2c(/C=C/c3ccc4ccccc4c3)nc3ncccc3c2=O)cc1
  31.1 | 47.3 | 21.0 | 25.4 | · | 19.6 | 19.2 | 70.5 | 75.3
C=CC[C@]1(C#N)CC2C=CC1C2 (stereo not given in full)
  124.9 | 92.8 | 86.5 | 99.8 | 101.2 | 99.9 | 124.9 | 95.8 | 107.7
COc1cc(/C=C/C(=O)N2CCN(C)CC2)c(OC)c2c1OCO2
  101.1 | 84.0 | 105.1 | 99.7 | 99.7 | 99.6 | 96.3 | 94.6 | 97.7
C#CCn1cc(C=C2C(=O)NC(=S)NC2=O)c2cc(Cl)ccc21
  -5.0* | 43.9 | 2.5* | -23.0* | 14.4 | 46.4 | -27.5* | -57.2* | 13.2
Nc1nc2nn(-c3ccccc3)nc2c(=O)[nH]1
  92.4 | 71.2 | 107.0 | 101.1 | 124.3 | 101.2 | 114.0 | 95.4 | 93.6
COc1ccc(C(=O)/C=C/c2ccc(Oc3ccc(Br)cc3)cc2)cc1OC
  96.5 | 91.0 | 96.8 | 92.1 | 96.4 | 105.5 | 107.1 | 107.8 | 88.4
Cc1nc2sc(C(=O)Nc3cccc4ncccc34)c(N)c2cc1C(C)O (stereo not given)
  76.5 | 76.6 | 70.1 | 64.1 | 59.2 | 59.8 | 59.2 | 82.4 | 67.8

Some of the entries so far, with each value named.
C#Cc1ccc(-n2c(/C=C/c3ccc4ccccc4c3)nc3ncccc3c2=O)cc1
  HCC-2998: 31.1 | SNB-75: 47.3 | HCT-116: 21.0 | HCT-15: 25.4 | KM12: · | SF-295: 19.6 | SW-620: 19.2 | SF-539: 70.5 | SNB-19: 75.3

COc1cc(/C=C/C(=O)N2CCN(C)CC2)c(OC)c2c1OCO2
  HCC-2998: 101.1 | SNB-75: 84.0 | HCT-116: 105.1 | HCT-15: 99.7 | KM12: 99.7 | SF-295: 99.6 | SW-620: 96.3 | SF-539: 94.6 | SNB-19: 97.7

Additional compounds follow:
Values run as follows: HCC-2998 | SNB-75 | HCT-116 | HCT-15 | KM12 | SF-295 | SW-620 | SF-539 | SNB-19
CCC(=O)c1ccc(OC)c(OC)c1OCc1ccccc1
  96.3 | 80.5 | 103.6 | 104.2 | 109.2 | 100.9 | · | 99.6 | 98.7
CC1(C)CC(=O)C2=C(C1)N(CCc1ccc(S(N)(=O)=O)cc1)C1=C(C(=O)CC(C)(C)C1)C2c1ccccc1Br
  106.0 | 103.1 | 101.0 | 95.3 | 96.0 | 101.0 | 98.7 | 89.7 | 98.2
O=C(NCc1ccccc1)NNC(=O)c1ccc(-n2cc(-c3ccccc3)nn2)cc1
  115.4 | 93.6 | 96.7 | 112.0 | 101.4 | 105.6 | 103.3 | 94.6 | 98.5
CCOC(=O)N1CCN(CC(=O)Nc2c(C)cccc2C)CC1
  104.0 | 87.8 | 97.8 | 101.3 | 97.1 | 97.1 | 97.4 | 109.2 | 102.0
Nc1c(Cl)cc2c(c1Br)Cc1ccccc1-2
  104.1 | 91.2 | 100.9 | 105.7 | 99.3 | 118.8 | 98.5 | 97.9 | 105.3
O=C(CCc1nnco1)c1nc2ccc([N+](=O)[O-])cc2[nH]1
  93.4 | 104.3 | · | 105.3 | 101.6 | 102.0 | 105.7 | 103.6 | 108.2
COc1ccc2c(CSc3nc(-c4ccc(Cl)cc4)c(C#N)c(N4CCN(C)CC4)n3)cc(=O)oc2c1
  107.0 | 95.1 | 84.8 | 88.4 | 97.6 | 89.5 | 101.6 | 92.1 | 91.1
COc1cccc(-c2nn(C(C)(C)C)cc2-c2ccnc(NCCCNS(=O)(=O)c3ccc(Cl)cc3)c2)c1
  104.5&113.1 | 92.2&67.6 | 64.0&100.3 | 67.9&107.1 | 95.1&101.4 | 94.0&103.1 | 99.1&107.3 | 94.2&109.8 | 88.9&99.2
[O-][n+]1c2ccccc2[n+]([O-])c2cc(O)ccc21
  101.8 | 73.8 | 95.4 | 75.3 | 97.7 | 70.6 | · | 85.4 | 70.8
CC1(C)N=C(N)N=C(N)N1c1cccc(/C=C/C=C/c2cccc([N+](=O)[O-])c2)c1
  45.1 | 58.3 | 24.7 | 88.7 | 35.5 | 83.8 | 44.6 | 15.9 | 51.6

Next structures.
Values run as follows: HCC-2998 | SNB-75 | HCT-116 | HCT-15 | KM12 | SF-295 | SW-620 | SF-539 | SNB-19
COc1ccc(Nc2nc3ccc(NC(=O)Nc4cccc(Cl)c4)cc3[nH]c2=O)cc1
  97.5 | 74.1 | 51.1 | · | 83.5 | 100.0 | 83.4 | 82.4 | 99.7
O=C(OCc1ccc2c(Cl)cc(Cl)c(O)c2n1)c1cc2ccccc2[nH]1
  -73.1* | -94.8* | -73.3* | -50.2* | -63.9* | 64.3 | -66.2* | -91.1* | 34.8
O=C(Nc1ccc2c(O)c(N=Nc3ccc(N=Nc4ccc(S(=O)(=O)O)cc4)cc3)c(S(=O)(=O)O)cc2c1)c1ccccc1
  105.9 | 82.4 | 72.7 | 98.8 | 102.5 | 101.4 | 103.7 | 98.0 | 104.6
O=C(O)CCC(NS(=O)(=O)c1ccc([N+](=O)[O-])cc1)C(=O)O (stereo not given)
  103.8 | 93.1 | 108.6 | 102.4 | 105.1 | 98.0 | 104.4 | 96.4 | 115.9
CN(C)Cc1c(-c2ccccc2)[nH]c2ccccc12
  98.2 | 93.6 | 67.9 | 93.6 | 96.7 | 92.7 | 99.6 | 105.8 | 99.0
C=C1CC2(OC1=O)C(=O)N(CCCN1C(=O)C3(CC(=C)C(=O)O3)c3ccccc31)c1ccccc12 (stereo not given)
  86.2 | · | -8.3* | -28.1* | 72.9 | 82.1 | -67.4* | 9.2* | 76.6
CC1=C(C)C(=O)C(C(C2=C(C)C(=O)C(C)=C(C)C2=O)c2ccccc2)=C(C)C1=O
  104.8 | 96.0 | 86.7 | 80.9 | 99.8 | 97.6 | 97.7 | 97.3 | 99.6
CCCCC1COc2cccc3c(SCC(=O)N(C)c4ccccc4)cc[n+]1c23 (stereo not given)
  106.4 | 104.6 | 107.2 | 107.0 | 111.6 | 99.6 | 105.5 | 104.8 | 107.5
Cc1[nH]cc([N+](=O)[O-])[n+]1CCO
  100.9 | 93.8 | 97.9 | 107.6 | 105.0 | 103.5 | 101.1 | 96.3 | 94.9
Cn1c(-c2ccncc2)nc(=O)c2ccccc21
  103.0 | 103.6 | 99.8 | 103.9 | 109.0 | · | 103.9 | 108.9 | 106.2

Next structures follow.
Values run as follows: HCC-2998 | SNB-75 | HCT-116 | HCT-15 | KM12 | SF-295 | SW-620 | SF-539 | SNB-19
CNC(=O)c1[nH]cc(-c2ccccc2)c1-c1cc(OC)c2c(c1OC)OCO2
  101.9 | 70.9 | 99.5 | 103.8 | 96.9 | 106.3 | 99.9 | 101.9 | 90.6
CC(C)Cc1cc(CNC(=O)CN2CCN(c3ccccc3)CC2)nn1-c1ccccc1
  104.6 | 94.2 | 99.6 | 99.9 | 105.7 | 103.8 | 96.7 | 112.7 | 96.2
C=C1CCC2C3(C)COC(C)(C)OC3CCC2(C)C1C/C=C1/C(=O)OCC1Oc1ccccc1OC (stereo not given)
  121.6 | · | 73.3 | 43.0 | 97.9 | 100.7 | 21.4 | 83.0 | 88.7
CC1(C)CC(=O)CC2(C1)N=C(N)Nc1nc3ccccc3n12 (stereo not given)
  · | 82.3 | 96.8 | 98.2 | 108.0 | 108.4 | 108.5 | 105.1 | 99.2
CCC(=O)O/N=C(\Cn1ccnc1)c1ccc(Cl)cc1
  99.7 | 93.2 | 95.0 | 108.1 | 97.6 | 100.4 | 98.5 | 104.3 | 99.9
CN1CCN(Cc2ccc(NC(=O)c3cncc(C#Cc4cnc(N)c5ncccc45)c3)cc2C(F)(F)F)CC1
  16.3 | -76.8* | -63.8* | -30.2* | 5.0* | 31.2 | -16.9* | -87.0* | 44.3

Of the compounds above, these have a Cl atom.
Values run as follows: HCC-2998 | SNB-75 | HCT-116 | HCT-15 | KM12 | SF-295 | SW-620 | SF-539 | SNB-19
C#CCn1cc(C=C2C(=O)NC(=S)NC2=O)c2cc(Cl)ccc21
  -5.0* | 43.9 | 2.5* | -23.0* | 14.4 | 46.4 | -27.5* | -57.2* | 13.2
Nc1c(Cl)cc2c(c1Br)Cc1ccccc1-2
  104.1 | 91.2 | 100.9 | 105.7 | 99.3 | 118.8 | 98.5 | 97.9 | 105.3
COc1ccc2c(CSc3nc(-c4ccc(Cl)cc4)c(C#N)c(N4CCN(C)CC4)n3)cc(=O)oc2c1
  107.0 | 95.1 | 84.8 | 88.4 | 97.6 | 89.5 | 101.6 | 92.1 | 91.1
COc1cccc(-c2nn(C(C)(C)C)cc2-c2ccnc(NCCCNS(=O)(=O)c3ccc(Cl)cc3)c2)c1
  104.5&113.1 | 92.2&67.6 | 64.0&100.3 | 67.9&107.1 | 95.1&101.4 | 94.0&103.1 | 99.1&107.3 | 94.2&109.8 | 88.9&99.2
COc1ccc(Nc2nc3ccc(NC(=O)Nc4cccc(Cl)c4)cc3[nH]c2=O)cc1
  97.5 | 74.1 | 51.1 | · | 83.5 | 100.0 | 83.4 | 82.4 | 99.7
O=C(OCc1ccc2c(Cl)cc(Cl)c(O)c2n1)c1cc2ccccc2[nH]1
  -73.1* | -94.8* | -73.3* | -50.2* | -63.9* | 64.3 | -66.2* | -91.1* | 34.8
CCC(=O)O/N=C(\Cn1ccnc1)c1ccc(Cl)cc1
  99.7 | 93.2 | 95.0 | 108.1 | 97.6 | 100.4 | 98.5 | 104.3 | 99.9
